PGK inhibitor = inhibitors of T. brucei phosphoglycerate kinase. P07378. AID 602233. 380,000 compounds, 0.043% hits. PGK/GAPDH coupled, Kinase-Glo luminescence, 60 min. Potency, µM (highest dose often 57.5 µM), inactives show at the highest dose activity change, negative = inhibition, usual class: inhibitors; further: on the % scale 0 is the no-effect control and ±100 the full control effect; nearly all actives have a fitted effect of over 60% in size
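Luminescent ATP detection (Kinase-Glo Plus) follows a 60-minute room-temperature incubation, with wells lacking PGK as controls. Buffer: 100 mM TEA (pH 7.6), 5 mM MgCl2, 0.01% Tween-20. Coupling enzyme GAPDH (100 nM final) supplies unstable 1,3-BPG in-well.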
GLS inhibitor = blocks human kidney-isoform glutaminase activity; 410,000 compounds, 0.21% hits; O94925; Potency, µM (titrated, usually from 45.5 µM), for the others: at the highest dose activity change, negative = inhibition, usual class: inhibitors; GLS enzymatic activity, qHTS titration; further: on the % scale 0 is the no-effect control and ±100 the full control effect
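Read-out is an Amplex red fluorescence increase coupled through glutamate oxidase and HRP, measured before and after 30 min room-temperature incubation. hKGA is in 45 mM KH2PO4 (pH 8.2) with 0.02% Tween-20; glutamine added as 1mM solution.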
12-LOX inh = inhibitors of human 12S-lipoxygenase ALOX12 | P18054 | purified 12hLO, xylenol orange hydroperoxide absorbance | Potency, µM (series often up to 108 µM), inactives show at the highest dose activity change, negative = inhibition, hits mostly inhibitors | 580,000 compounds, 1.1% hits | AID 1671190; further: on the % scale 0 is the no-effect control and ±100 the full control effect
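Purified human 12hLO (150 nM final) in 25 mM Hepes, 0.01% Triton X-100, pH 7.0 was preincubated 15 min at room temperature with compound. Then 40 uM arachidonic acid was added, 30 min. Hydroperoxide was read by Fe-XO absorbance ratio 573/405 nm.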
HP1b binding inh = inhibitors of HP1-beta chromodomain binding to methylated histone tails | AlphaScreen HP1-beta / biotin-H3K9me3 peptide binding | Potency, µM (highest dose often 114 µM), without a hit: at the top dose activity change, negative = inhibition, hits mostly inhibitors | 390,000 compounds, 0.56% hits | AID 540317; further: nearly all actives have a fitted effect of over 70% in size; inactives centre near 23
Target sequence (P83916 whole entry, looked up): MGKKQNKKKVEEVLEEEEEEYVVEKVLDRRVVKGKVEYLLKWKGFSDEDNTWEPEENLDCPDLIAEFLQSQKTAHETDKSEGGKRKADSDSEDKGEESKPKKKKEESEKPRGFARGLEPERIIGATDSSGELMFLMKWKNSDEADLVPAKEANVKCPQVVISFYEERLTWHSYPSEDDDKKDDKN
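AlphaScreen: HP1-beta (50 nM) preformed 30 min with biotin-H3(1-18)K9me3 peptide (50 nM) in PBS pH 7.4, 0.01% Tween-20. Compound added for 30 min at RT, then streptavidin donor/nickel chelate acceptor beads (10 ug/mL) for 30 min.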
rTrxR1 inhibitor = rat TrxR1 inhibition; Potency, µM (highest dose often 114 µM), for inactives: at the top dose activity change, negative = inhibition, usual class: inhibitors; 390,000 compounds, 1% hits; recombinant rTrxR1, NADPH fluorescence consumption, selenite substrate; AID 588453; further: on the % scale 0 is the no-effect control and ±100 the full control effect; nearly all actives have a fitted effect of over 65% in size
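Rat TrxR1 (90 nM in the dispensed reagent) was pre-reduced with 400 uM NADPH for 5 min at room temperature, then incubated with compound for 15 min. After 400 uM selenite was added, NADPH fluorescence (Ex 340/Em 450 nm) was followed for 8 min.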
Pin1 inhibitor = inhibitors of human Pin1; 390,000 compounds, 0.009% hits; AID 504891; Potency, µM (titrated, usually from 115 µM), without a hit: at the top dose activity, negative = inhibition, actives largely listed as inhibitors; Pin1 FP peptide displacement, HiFluor488, 10 min; active means well fitted inhibition curve with a large enough effect in the polarisation, with a control signal flat, not every such curve was filed as active; inconclusive means small, poorly fitted or top-dose-only effect, or effect the other way, or a change in a side signal; inactive means no such curve, though single readings can be large or run the other way; the % refers to the polarisation; further: on the % scale 0 is the no-effect control and ±100 the full control effect
Target sequence (Q13526 whole entry, looked up): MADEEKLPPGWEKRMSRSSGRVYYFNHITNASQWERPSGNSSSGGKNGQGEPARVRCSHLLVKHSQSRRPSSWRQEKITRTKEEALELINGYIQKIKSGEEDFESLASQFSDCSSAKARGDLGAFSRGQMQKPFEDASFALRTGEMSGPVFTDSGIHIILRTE
JMJD2A Tudor inh = blocks the human JMJD2A Tudor domain | AID 504339 | 390,000 compounds, 4.4% hits | Potency, µM (doses to about 114 µM), for the others: at the top dose activity change, negative = inhibition, actives largely listed as inhibitors | O75164 | AlphaScreen JMJD2A-Tudor / H3K4me3 peptide binding; further: on the % scale 0 is the no-effect control and ±100 the full control effect; nearly all actives have a fitted effect of over 50% in size
RGS4 inh = inhibitors of human regulator of G protein signaling 4. 390,000 compounds, 0.039% hits. Transcreener GDP fluorescence polarization, RGS4-accelerated GTP hydrolysis. AID 504845. Potency, µM (doses to about 114 µM), inactives show at the highest dose activity change, negative = inhibition, usual class: inhibitors; further: on the % scale 0 is the no-effect control and ±100 the full control effect; nearly all actives have a fitted effect of over 75% in size; some results filed as inactive show a strong effect at the top dose
Target sequence (P49798 whole entry, looked up): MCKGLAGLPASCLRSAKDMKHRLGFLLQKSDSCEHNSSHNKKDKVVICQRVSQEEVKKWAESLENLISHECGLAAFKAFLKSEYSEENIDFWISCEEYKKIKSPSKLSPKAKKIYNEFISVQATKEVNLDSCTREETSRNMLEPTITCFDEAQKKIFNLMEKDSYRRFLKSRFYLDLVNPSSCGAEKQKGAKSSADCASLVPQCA
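MLSMR compounds (23 nl, pin-transferred) preincubated 10 min at room temperature with a 500nM (2x) first reagent, then RGS4 at 900nM (2x) plus Transcreener GDP mix added; fluorescence polarization (620/688 nm) read before and after 90 min at 30 °C.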
ERG Ets-DNA blk = blocks human ERG Ets domain binding to DNA; P11308; Potency, µM (highest dose often 76.9 µM), for inactives: at the highest dose FP activity, negative = inhibition, usual class: inhibitors; fluorescence polarization, His-ERG Ets domain / labelled DNA; 370,000 compounds, 0.028% hits; active means well fitted inhibition curve with a large enough effect in the polarisation, with a control signal flat; inconclusive means small, poorly fitted or top-dose-only effect, or effect the other way, or a change in a side signal; inactive means no such curve, though single readings can be large or run the other way; the % refers to the polarisation;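 further: polarization taken with two DNA probes labelled with fluorescein and Texas red; % of control where 0% means no effect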
Target sequence (P11308 whole entry, looked up, the tested form may be a part): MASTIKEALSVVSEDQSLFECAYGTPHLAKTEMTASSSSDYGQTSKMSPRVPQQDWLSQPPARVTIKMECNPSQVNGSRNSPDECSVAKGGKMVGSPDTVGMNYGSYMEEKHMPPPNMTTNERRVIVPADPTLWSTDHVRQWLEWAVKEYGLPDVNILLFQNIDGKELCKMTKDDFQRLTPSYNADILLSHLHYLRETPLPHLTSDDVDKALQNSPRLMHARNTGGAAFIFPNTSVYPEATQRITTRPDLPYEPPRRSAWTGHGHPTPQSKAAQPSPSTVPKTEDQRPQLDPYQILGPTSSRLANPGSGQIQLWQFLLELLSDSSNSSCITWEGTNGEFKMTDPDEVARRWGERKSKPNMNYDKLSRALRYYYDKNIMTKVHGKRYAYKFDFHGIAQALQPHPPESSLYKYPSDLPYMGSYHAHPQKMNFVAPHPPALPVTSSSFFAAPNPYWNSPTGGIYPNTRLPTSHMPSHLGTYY
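His-tagged ERG Ets domain (1 uM in the protein solution; 300mM KCl, 50mM Tris-HCl, 1mM EDTA, 1mM DTT, pH 7.5) received compound, then a probe mix of 5 nM fluorescein-DNA and 100nM Texas-615-DNA. Fluorescence polarization was read for both dyes.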
An asterisk follows results filed as active; i = inactive; ? = inconclusive; · = not tested or not shown; & = joins results of further samples; [ ] = dose if it differs, or a comment. Unless noted, the call rests on the fitted dose curve; in most records, active means well fitted curve in the direction sought with a large enough effect; inconclusive means small, poorly fitted or top-dose-only effect, or another doubt; inactive means no such curve, though single readings can be large; an effect the other way counts as inactive or inconclusive. Potency means the concentration at half of the fitted maximal effect. Only part of the results is shown, so the mix of outcomes need not match the whole.

SMILES	PGK inhibitor	GLS inhibitor	12-LOX inh	HP1b binding inh	rTrxR1 inhibitor	Pin1 inhibitor	JMJD2A Tudor inh	RGS4 inh	ERG Ets-DNA blk
COc1nc(N)c(C#N)c(-c2ccc(N(C)CCC#N)cc2)c1C#N	3%	-3%	?	84%[activator]	-6%	14%	22%	11%	-3%
CCOc1ccc(N2C(=O)CC(NCCc3ccc(S(N)(=O)=O)cc3)C2=O)cc1 (stereo unspecified)	-13%	-18%	7%	45%[activator]	?	-2%	-11%	-6%	8%
O=C(NCc1ccc2c(c1)OCO2)c1ccc(-n2cnnn2)cc1	-7%	-2%	-26%	11%	2%[57.1 µM]	-1%	-14%	21%	-3%
O=C(Cc1c[nH]c2ccccc12)NC1(C(=O)NC2CCCCC2)CCCCC1	-7%	5%	-13%	15%	9%	0%	-14%	-7%	0%
O=C(Nc1nc(-c2cc(F)ccc2F)cs1)c1ccccn1	-2%	-8%	11%	58%[activator]	21%[57.1 µM]	2%	20%	-25%	2%
COc1cc(OC)cc(C(=O)NCC(=O)NCc2ccccn2)c1	3%	1%	-2%	41%[activator]	18%	-3%	-6%	14%	-14%
COc1ccccc1CC(=O)NC1CCN(Cc2ccccc2)CC1	-9%	-8%	-1%	27%	22%	0%	-12%	-8%	0%
COc1ccccc1NC(=O)Cn1nnc(-c2ccccc2NC(=O)c2cccs2)n1	1%	2%	5%	27%	8%	?	-5%	-22%	-1%
O=C(Nc1cccc(Cl)c1)c1cc(S(=O)(=O)N2CCOCC2)cs1	5%	-2%	-1%	17%	-7%	-8%	-12%	-3%	2%
Cc1cc(C)cc(N(CC(=O)NC2CCCCC2)C(=O)c2ccc(C)s2)c1	1%	19%	-15%	16%	10%	-1%	-17%	-11%	·
Cc1ccc(Sc2c(C(=O)Nc3ccc(F)cc3F)c(C(F)(F)F)nn2C)cc1	0%	-4%	?	27%	19%	?	16%	28%	4%
COc1ccc(CCN2CC(C(=O)NCCCn3nc(C)cc3C)CCC2=O)cc1 (stereo unspecified)	1%	5%	0%	28%	14%	3%	-3%	18%	2%
CCN(CCCNC(=O)c1cc2cc3cc(OC)ccc3nc2s1)c1cccc(C)c1	-8%	7%	-11%	8%	2%	38%[activator]	?	-13%	6%
COc1ccc(CCN2C(=O)c3ccccc3C2(O)c2ncc[nH]2)cc1OC (stereo unspecified)	-7%	-2%	14%	-20%	23%	-2%	-6%[11.4 µM]	2%[11.4 µM]	13%
CCOC(=O)C1CCN(C(=O)c2ccc(-n3ccc4ccccc43)s2)CC1	·	-12%	-16%	52%[activator]	0%[57.1 µM]	-1%	25%	18%	-1%
CCc1ccc(OCCCn2c(-c3ccc(Cl)cc3)nc3ccccc3c2=O)cc1	1%	8%	-26%	65%[activator]	10%	78%[activator]	43%[activator]	7%	-8%
CCOC(=O)c1[nH]c2ccccc2c1NC(=O)C1CCCCC1	-3%	30%	6%	11%	38%[activator]	5%	1%	11%	·
CC(=O)c1cn(CC(=O)Nc2ccc(C)c(C)c2)c2ccccc12	-9%	3%	1%	32%	8%	5%	-14%	-11%	-4%
O=C(c1ccco1)N1CCN(C(=O)C(c2ccccc2)c2ccccc2)CC1	1%	-2%	-17%	47%[activator]	3%[57.1 µM]	0%	-15%[57.1 µM]	8%[11.4 µM]	-1%
CCOc1ccc(NC(=O)CN2C(=O)C(c3ccccc3)=NC23CCC(C)CC3)cc1 (stereo unspecified)	1%	-7%	-17%	25%	11%	-9%	7%	11%	2%
Cn1c(N)c(Sc2ccccc2[N+](=O)[O-])c(=O)n(C)c1=O	-3%	5%	-17%	5%	11%[57.1 µM]	-17%	-5%	2%	-7%
CCOC(=O)c1c(-c2ccc(OC)cc2)csc1NC(=O)COc1ccc2c(C)cc(=O)oc2c1	-11%	-8%	-25%	22%	-6%	3%	3%	4%	7%
O=C(NCC(=O)N1CCOCC1)c1ccccc1	4%	8%	1%	2%	6%[57.1 µM]	0%	-6%	15%	-1%
CCOc1cc(C)nc(NCc2ccccc2)n1	2%	-6%	0%[57.4 µM]	-1%	2%	2%	-20%[11.4 µM]	-14%[11.4 µM]	-3%
Cc1ccc(C)c(NC(=O)c2ncn[nH]2)c1	-3%[11.5 µM]	-9%	?	5%	13%	0%	-18%	2%	·
CCOc1ccc(NC(=O)CSc2nnc(-c3ccccn3)n2C)cc1	-8%	-3%	-32%	18%	6%	-2%	?	0%	1%
CCOC(=O)c1c(S(=O)(=O)N2CCCC(C(=O)Nc3ccccn3)C2)c(C)n(C)c1C (stereo unspecified)	-6%	-1%	-28%	15%	-2%[57.1 µM]	1%	-25%	-12%	5%
S=C(c1ccc(N2CCOCC2)cc1)N1CCCCC1	i	24%	0%	9%	-10%	-3%	-6%	-38%	-2%
CCn1c(=NC(=O)c2ccc(S(=O)(=O)N3CCCC3)cc2)sc2cc(Br)ccc21	1%	8%	-5%	39%[activator]	2%	0%	0%	-2%	-3%
O=C1CC(c2ccco2)CC(O)=C1C=NCCN1CCN(C2CC(=O)N(c3ccccc3)C2=O)CC1 (stereo unspecified)	6%	3%	i	24%	-6%	-8%	-19%	10%	-14%
Cc1ccccc1NC(=S)N(C)Cc1cccs1	-8%	-3%	120%[activator]	26%	3%[57.1 µM]	0%	-16%	13%	12%
Cc1nn(CC(=O)NC(=O)NC2CCCC(C)C2C)c(=O)c(C#N)c1C (stereo unspecified)	i	0%	-9%	-1%	4%	-1%	-20%	-21%	2%
COc1ccccc1Nc1nn2c(=O)c3ccc(C(=O)N4CCCC(C)C4)cc3nc2s1 (stereo unspecified)	0%	-24%&14%	5%&0%	3%&30%	4%[57.1 µM]	3%&3%	?	-45%&-4%	5%&1%
COc1cccc2cc(/C(=N/O)c3ccc(Br)cc3)oc12	i	3%	-22%	32%	10%	1%	-20%	10%[56.9 µM]	15%
O=C(NCc1cccnc1)C1CCN(S(=O)(=O)c2cccs2)CC1	2%	-5%	2%	5%	16%	4%&-1%	-12%&-15%	19%	3%
COc1ccccc1-n1cc(C(=O)NCC(=O)N2CCN(Cc3ccccc3)CC2)c2ccccc2c1=O	i	4%	-2%	15%	12%[57.1 µM]	1%	-4%	-3%	-3%
O=C(NC1=NCCS1)c1cc(-c2ccccc2)nn1-c1ccccc1	0%	-6%	0%	27%	20%	-8%	-24%	-20%	0%
COc1ccc(Cn2nnc3c(=O)[nH]c(C4CCCN(C(=O)c5ccccc5)C4)nc32)cc1 (stereo unspecified)	4%	-10%	4%[57.4 µM]	27%	10%	-5%	-11%	2%	2%
COc1ccc(Cl)cc1NS(=O)(=O)c1cccc(C(=O)NC2CCC(O)CC2)c1 (stereo unspecified)	0%	-2%	-7%	33%	-3%	8%	-6%	9%	-2%
O=C(COC(=O)CCNS(=O)(=O)c1ccccc1)NC1CC1	1%	-2%	-4%	35%[activator]	13%	1%	-6%	19%	-4%

3 entries from above, sorted by the number in HP1b binding inh, smallest number first:
mol,HP1b binding inh
CCOc1cc(C)nc(NCc2ccccc2)n1,-1%
Cc1ccc(C)c(NC(=O)c2ncn[nH]2)c1,5%
Cc1ccccc1NC(=S)N(C)Cc1cccs1,26%

Next section.
SMILES	PGK inhibitor	GLS inhibitor	12-LOX inh	HP1b binding inh	rTrxR1 inhibitor	Pin1 inhibitor	JMJD2A Tudor inh	RGS4 inh	ERG Ets-DNA blk
COc1ccccc1NC(=O)/C(C#N)=C/c1cc([N+](=O)[O-])ccc1N1CCCC1	-1%	0%	-22%	38%[activator]	-6%	?	-9%	-30%	0%
CC(C)Oc1ccc(C(=O)Nc2nc3ccccc3[nH]2)cc1	?	-12%	-1%	46%[activator]	1%	-2%	-2%	-19%	5%
COc1ccc(NC(=O)N2CCc3c([nH]c4ccc(OC)cc34)C2c2ccc(OC)cc2)cc1 (stereo unspecified)	-2%	4%	-26%	1%	6%	15%	?	4%	-1%
CCCn1c(=O)c2ccccc2n2c(SCCOc3ccc(C)cc3)nnc12	-3%	-7%	-6%[57.4 µM]	45%[activator]	-33%	-5%	28µM*	-5%	·
CC1c2cc3c(cc2CCN1C(=O)c1cccc(Cl)c1)OCCCO3 (stereo unspecified)	-6%	5%	6%	50%[activator]	10%	-10%	19%	22%	-6%
COc1ccc(S(=O)(=O)NCC(c2ccc(N(C)C)cc2)N2CCc3ccccc32)cc1F (stereo unspecified)	-4%	22%	-25%	?	3%[57.1 µM]	-7%	20µM*	-18%	-11%
CC1CCCN(C(=O)CCCNC(=O)c2ccc(Cl)cc2)C1 (stereo unspecified)	-2%	0%	i	30%	7%	-4%	11%	-8%	2%
CC1(C)CC(NC(=O)CCc2nnc(CCCCc3ccccc3)o2)CCO1 (stereo unspecified)	-8%	-1%	0%	25%	18%	-4%	-14%	9%	-10%
NS(=O)(=O)c1cccc(NC(=O)COC(=O)Cn2cc(C(F)(F)F)ccc2=O)c1	-10%	-1%	2%	43%[activator]	14%	-8%	6%	0%	11%

High-throughput results (PubChem)
